Screening results (PubChem BioAssay)
PNC assembly inh = inhibitors of perinucleolar compartment assembly; PC3M PTB-GFP, PNC prevalence imaging, 16 h; hits give low values; activity change (PNC), negative = inhibition, % at 10 µM; 3.1% of 140,000 active; AID 2417;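 active = readout at or below -70, meaning at least 70% loss of cells showing the perinucleolar compartment, a nuclear body marking cancer cells; inconclusive = readout between -30 and a set limit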;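 note: plate controls were DMSO wells for no effect and camptothecin positive control wells for full effect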
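Compounds are pinned in duplicate onto adhered PC3M cells stably expressing GFP-tagged PTB and incubated 16 h at 37 C. Cells are then fixed, nuclei stained with Hoechst, and PNC-positive cells counted.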
ALOX12 inhib = 12-hLO (ALOX12) enzyme inhibition. P18054. purified 12-hLO, xylenol orange hydroperoxide absorbance. 0.12% of 150,000 active. AID 1452. Potency, µM (top dose mostly 57.1 µM), inactives show at the highest dose activity change, negative = inhibition, usual class: inhibitors; note: potency is the fitted concentration of half-maximal effect; nearly all actives have a fitted effect of over 55% in size; many of its hits are not listed in these tables
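Hydroperoxide formation by human 12-lipoxygenase from 40 uM arachidonic acid was followed colorimetrically via ferric-xylenol orange complex, using the 573/405 nm absorbance ratio. Enzyme concentration was 150 nM, with 30 min reaction at room temperature.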
IMPase cell inh = cell-permeable inhibitors of inositol monophosphatase (IMPase). AID 901. P97697. CHO-M1 cells, IP1 accumulation, HTRF TR-FRET ratio. inhibition (IP1 accumulation), % at 46.1 µM. 120,000 tested, under 10 active; active = well fitted curve in the direction sought with a large enough effect in the signal ratio, not every such curve was filed as active; inconclusive = small, poorly fitted or top-dose-only effect, or a change in a side signal; inactive = no such curve, though single readings can be large or run the other way; the % refers to the signal ratio;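 note: cells stimulated with carbachol in lithium chloride buffer; plate controls were DMSO basal wells for no effect and reference inhibitor wells for full effect; higher means more IMPase inhibition seen as more IP1 and lower FRET ratio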
Target sequence (P97697 whole entry, looked up): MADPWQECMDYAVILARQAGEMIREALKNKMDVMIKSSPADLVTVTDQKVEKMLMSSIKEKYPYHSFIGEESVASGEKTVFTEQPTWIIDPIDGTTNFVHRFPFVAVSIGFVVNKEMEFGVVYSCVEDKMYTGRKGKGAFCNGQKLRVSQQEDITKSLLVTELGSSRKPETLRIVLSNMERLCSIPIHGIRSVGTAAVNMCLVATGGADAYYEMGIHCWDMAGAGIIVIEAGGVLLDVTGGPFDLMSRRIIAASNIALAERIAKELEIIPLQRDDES
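Elevated IP1 in lysates lowers TR-FRET signal (665/620 ratio and 620 channel reported). Cells were CHO-M1, given carbachol (50 uM as added) plus 50mM LiCl, pH 7.4, 30 min, 37C; compounds titrated up to 46 uM; AC50 by Hill equation.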
ALOX15B inhib = inhibitors of human 15-lipoxygenase 2 (ALOX15B) | O15296 | purified 15hLO-2, xylenol orange hydroperoxide absorbance | Potency, µM (doses to about 57.1 µM), for inactives: at the highest dose activity change, negative = inhibition, most hits filed as inhibitors | 0.56% of 110,000 active | AID 881; note: potency is the fitted concentration of half-maximal effect; nearly all actives have a fitted effect of over 60% in size; many of its hits are not listed in these tables
Target sequence (O15296 whole entry, looked up): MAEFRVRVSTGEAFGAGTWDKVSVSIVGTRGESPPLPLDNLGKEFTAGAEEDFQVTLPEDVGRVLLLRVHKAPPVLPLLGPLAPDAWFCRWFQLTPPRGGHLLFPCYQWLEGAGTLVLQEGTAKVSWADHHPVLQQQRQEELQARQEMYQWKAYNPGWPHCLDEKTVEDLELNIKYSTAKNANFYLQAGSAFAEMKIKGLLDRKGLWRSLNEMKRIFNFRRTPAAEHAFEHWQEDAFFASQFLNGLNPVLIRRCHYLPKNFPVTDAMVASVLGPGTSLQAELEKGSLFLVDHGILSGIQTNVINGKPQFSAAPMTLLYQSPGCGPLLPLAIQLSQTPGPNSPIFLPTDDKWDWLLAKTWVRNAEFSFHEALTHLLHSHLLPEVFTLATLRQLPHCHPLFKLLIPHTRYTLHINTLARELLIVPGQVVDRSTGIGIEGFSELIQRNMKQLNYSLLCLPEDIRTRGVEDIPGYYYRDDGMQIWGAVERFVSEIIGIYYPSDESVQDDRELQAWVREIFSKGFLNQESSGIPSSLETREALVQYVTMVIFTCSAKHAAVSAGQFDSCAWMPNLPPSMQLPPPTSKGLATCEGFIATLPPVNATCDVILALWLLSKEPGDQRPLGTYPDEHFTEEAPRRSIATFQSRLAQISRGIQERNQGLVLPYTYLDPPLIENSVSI
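Read-out: hydroperoxide product oxidises ferrous iron, measured as xylenol orange complex via the 573-to-405 nm absorbance ratio after 30 min. Reaction: 50 nM enzyme, 15 min compound preincubation, 45 uM arachidonic acid, 90 min RT, Hepes pH 7.5 with Triton X-100.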
* marks the source's active call; other numbers are inactive results; ? = inconclusive; . = not tested or not shown; [ ] = another dose, or the depositor's remark. Unless noted, calls come from the whole dose curve; as a rule, active = well fitted curve in the direction sought with a large enough effect; inconclusive = small, poorly fitted or top-dose-only effect, or another doubt; inactive = no such curve, though single readings can be large; an effect the other way counts as inactive or inconclusive. Unless noted, % is set by controls: 0 for no effect and ±100 for the full control effect. Only part of the results is shown, so the mix of outcomes need not match the whole.

SMILES | PNC assembly inh | ALOX12 inhib | IMPase cell inh | ALOX15B inhib
Cc1ccc2c(c1)N(CC(=O)N1CCCc3ccccc31)C(=O)C(C)O2 (stereo not drawn) | -16 | -2% | -2 | -2%
COc1ccc(-c2csc(Nc3ccc(S(=O)(=O)Nc4cc(OC)nc(OC)n4)cc3)n2)cc1 | 98 | -9% | . | .
Cc1csc(SCC(=O)Nc2cc(S(=O)(=O)N3CCCC3)ccc2Cl)n1 | ? | -1% | 7 | -7%
CC1CCN(S(=O)(=O)N2CCC(C(=O)O)CC2)CC1 | -11 | -1% | . | .
CCOc1ccc(C(CC(=O)O)NC(=O)c2sc3ccccc3c2Cl)cc1 (stereo not drawn) | ? | -4% | -29 | .
COc1ccc(CCC(=O)Nc2ccc(C)c(S(=O)(=O)N(C)C)c2)cc1OC | ? | 1% | . | .
COc1ccc(OCC(=O)Nc2cc3oc4ccccc4c3cc2OC)cc1 | ? | -1% | . | .
CS(=O)(=O)Nc1cccc(-c2nccc(NCc3ccccc3)n2)c1 | . | -4% | . | -4%
CCNc1nc(SC(C)C(=O)OC)nc(N2CCOCC2)n1 (stereo not drawn) | 4 | -2% | 12 | -1%
COc1cc(NC(=O)COC(=O)[C@@H]2CCCN2S(=O)(=O)c2ccc(Cl)cc2)cc(OC)c1OC | -12 | -7% | 4 | 5%
CCOc1ccc(NC(=O)c2ccccc2OCC(=O)c2ccccc2)cc1 | -5 | 0% | 5 | -7%
COc1ccc(CC(C)N2CCN(c3ccccc3OC)CC2)cc1OC (stereo not drawn) | 56 | -6% | 2 | 23%
O=C(COC(=O)Cc1c(F)cccc1Cl)NCCC1=CCCCC1 | -22 | -1% | . | .
COc1cc(/C=N/NC(=O)c2nc(-c3ccccc3)n(-c3ccccc3)n2)ccc1O | 44 | -6% | 10 | .
Fc1ccc2c(c1)C(c1ccc(N3CCOCC3)cc1)=NNC(c1cccs1)=N2 | 8 | 3% | 8 | 12%
O=C(O)c1ccc(Cl)cc1Cl | . | 2% | . | 0%
COc1cccc(-c2nc(CS(=O)(=O)c3ccccc3)no2)c1 | 16 | -1% | 7 | 2%
O=C(CCCN1C(=O)c2ccccc2C1=O)Nc1ccc(S(=O)(=O)N2CCOCC2)cc1 | ? | -3% | 7 | 2%
COCCn1c(SCC(=O)OCc2ccccc2)nc2c1c(=O)[nH]c(=O)n2C | 26 | -3% | 2 | -11%
CC(Nc1cc(N2CCOCC2)ccc1[N+](=O)[O-])c1ccccc1 (stereo not drawn) | 61 | -1% | . | .
O=C(Cc1c(F)cccc1Cl)Nc1cccnc1 | -24 | -1% | 8 | 5%
CN1CCN(C(=O)C23CC4CC(CC(C4)C2)C3)CC1 | ? | 0% | -9[1.84 µM] | 6%[11.4 µM]
O=C(O)c1ccccc1[N+](=O)[O-] | . | -1% | . | -11%
COc1ccc(C2=NN(C(=O)c3cccnc3)C(c3ccccc3)C2)cc1 (stereo not drawn) | ? | 2% | 7 | .
c1ccc2oc(-c3ccc4nc[nH]c4c3)nc2c1 | ? | 3% | 2 | .

One compound at a time (already shown):
Cc1csc(SCC(=O)Nc2cc(S(=O)(=O)N3CCCC3)ccc2Cl)n1 in the list: PNC assembly inh: ?; ALOX12 inhib: -1%; IMPase cell inh: 7; ALOX15B inhib: -7%
Fc1ccc2c(c1)C(c1ccc(N3CCOCC3)cc1)=NNC(c1cccs1)=N2 in the list: PNC assembly inh: 8; ALOX12 inhib: 3%; IMPase cell inh: 8; ALOX15B inhib: 12%

Already shown: entries from further up.
SMILES | PNC assembly inh | ALOX12 inhib | IMPase cell inh | ALOX15B inhib
COc1ccc(-c2csc(Nc3ccc(S(=O)(=O)Nc4cc(OC)nc(OC)n4)cc3)n2)cc1 | 98 | -9% | . | .
Cc1csc(SCC(=O)Nc2cc(S(=O)(=O)N3CCCC3)ccc2Cl)n1 | ? | -1% | 7 | -7%
CC1CCN(S(=O)(=O)N2CCC(C(=O)O)CC2)CC1 | -11 | -1% | . | .
CCOc1ccc(C(CC(=O)O)NC(=O)c2sc3ccccc3c2Cl)cc1 (stereo not drawn) | ? | -4% | -29 | .
COc1ccc(CCC(=O)Nc2ccc(C)c(S(=O)(=O)N(C)C)c2)cc1OC | ? | 1% | . | .
COc1ccc(OCC(=O)Nc2cc3oc4ccccc4c3cc2OC)cc1 | ? | -1% | . | .
CS(=O)(=O)Nc1cccc(-c2nccc(NCc3ccccc3)n2)c1 | . | -4% | . | -4%
CCNc1nc(SC(C)C(=O)OC)nc(N2CCOCC2)n1 (stereo not drawn) | 4 | -2% | 12 | -1%
COc1cc(NC(=O)COC(=O)[C@@H]2CCCN2S(=O)(=O)c2ccc(Cl)cc2)cc(OC)c1OC | -12 | -7% | 4 | 5%
CCOc1ccc(NC(=O)c2ccccc2OCC(=O)c2ccccc2)cc1 | -5 | 0% | 5 | -7%
COc1ccc(CC(C)N2CCN(c3ccccc3OC)CC2)cc1OC (stereo not drawn) | 56 | -6% | 2 | 23%
O=C(COC(=O)Cc1c(F)cccc1Cl)NCCC1=CCCCC1 | -22 | -1% | . | .
COc1cc(/C=N/NC(=O)c2nc(-c3ccccc3)n(-c3ccccc3)n2)ccc1O | 44 | -6% | 10 | .
Fc1ccc2c(c1)C(c1ccc(N3CCOCC3)cc1)=NNC(c1cccs1)=N2 | 8 | 3% | 8 | 12%
O=C(O)c1ccc(Cl)cc1Cl | . | 2% | . | 0%
COc1cccc(-c2nc(CS(=O)(=O)c3ccccc3)no2)c1 | 16 | -1% | 7 | 2%
O=C(CCCN1C(=O)c2ccccc2C1=O)Nc1ccc(S(=O)(=O)N2CCOCC2)cc1 | ? | -3% | 7 | 2%

(further entries)
SMILES | PNC assembly inh | ALOX12 inhib | IMPase cell inh | ALOX15B inhib
CCOC(=O)C1=C(C)NC(=O)N(C(C)=O)C1c1ccc(Cl)cc1 (stereo not drawn) | 9 | -4% | 7 | 7%
O=C(NCCN1CCOCC1)C1CCN(c2ncnc3c2sc2cccc(F)c23)CC1 | -1 | -5% | 5 | 18%
CC(=O)c1ccc(Nc2nc(C)nc3c2oc2ccccc23)cc1 | -5 | 3% | -24 | -4%
Cc1cc(=O)[nH]c(-n2[nH]c(C)cc2=O)n1 | 65 | 0% | 3 | 0%
Cc1ccc(SCCNC(=O)CN(c2ccc3c(c2)OCO3)S(C)(=O)=O)cc1 | -15 | -2% | 0 | -6%
COc1cc(NC(=S)NCc2ccco2)cc(OC)c1OC | ? | -7% | -1 | .
Cc1cccn2c(=O)c3cc(C(=O)NCCCn4ccnc4)n(C)c3nc12 | -22 | 7% | 4 | 10%
O=C1c2sc3nc4n(c(=O)c3c2CCC1Br)CCCCC4 (stereo not drawn) | 2 | -3% | -5 | ?
Nc1nc(SCc2ccccn2)c2ncn(C3CCCC3)c2n1 | . | 0%[11.4 µM] | . | -5%[11.4 µM]
O=C(CSc1nnc(Cc2cc(=O)[nH]c(=O)[nH]2)n1-c1ccccc1)NCC1CCCO1 (stereo not drawn) | ? | 0% | 5 | 1%
NC(N)=NC(N)=Nc1ccc(SC(F)(F)F)cc1 | 32 | 2% | . | .
CCn1nc(C(=O)Nc2cccc(C(F)(F)F)c2)c(Cl)c1Cl | -20 | -6% | ? | 6%
CCOC(=O)COc1ccc(C2NC(C(=O)O)CS2)cc1 (stereo not drawn) | -18 | 0% | 0 | 3%
Cc1c(C(=O)N(Cc2cccs2)C2CCS(=O)(=O)C2)oc2ccccc12 (stereo not drawn) | ? | 1% | 1 | -2%
COc1cc(N)cc(NC(=O)c2ccncc2)c1 | 11 | -1% | 2 | 1%
O=C(Oc1cc(-c2ccccc2)no1)c1ccc(F)cc1 | -8 | -1% | 2 | 4%
O=C(Nc1ccccc1)c1ccc(NCCN2CCOCC2)c(S(=O)(=O)N2CCOCC2)c1 | 16 | 12% | -4 | -3%
CCCSCCCNC(=O)c1cc2c(s1)CS(=O)(=O)C2 | 7 | 3% | 4 | -3%
COc1ccccc1N(CC(=O)NCC1CCCO1)C(=O)CCC(=O)Nc1nccs1 (stereo not drawn) | 219 | -1% | 0 | .
Cn1c(=O)c2c(nc(NCC3CCCO3)n2Cc2ccccc2)n(C)c1=O (stereo not drawn) | 20 | 1% | 5 | .
O=C(Nc1nc(=O)c2ccccc2s1)c1ccc(F)cc1 | 21 | -13% | -1 | .
Nc1ccc(-c2nc3c(Cl)cc(N)cc3[nH]2)cc1 | 1 | -2% | 15 | -13%
O=C(/C=C/c1ccc2c(c1)OCO2)Nc1cc(S(=O)(=O)N2CCOCC2)ccc1N1CCOCC1 | -17 | 0% | . | .
Nc1c(C(=O)NCc2ccco2)c2nc3ccccc3nc2n1CCc1ccccc1F | -2 | -14% | -1 | -3%
CN1CCC(OC(=O)C23CCC(C)(C(=O)O2)C3(C)C)CC1 (stereo not drawn) | ? | -4% | 8 | -2%
(cont.)
SMILES | PNC assembly inh | ALOX12 inhib | IMPase cell inh | ALOX15B inhib
Cc1cc(Cl)cc(Cl)c1OCC(=O)NCc1ccco1 | 26 | ? | 1 | -24%
Oc1cccc2ccc(/C=C/c3cccs3)nc12 | -4 | -27% | 5 | 2%
CN(C)CCCNc1cn[nH]c(=O)c1Cl | 29 | 4% | 15 | 8%
O=C(N/N=C/c1ccco1)c1cc(-c2ccccc2)n[nH]1 | -9 | 0% | 11 | .
COc1cccc(/C(O)=C2/C(=O)C(=O)N(CCCN3CCOCC3)C2c2ccncc2)c1 (stereo not drawn) | 18 | -8% | -5 | 1%
Cc1nn(Cc2c(Cl)cccc2Cl)c(C)c1NC(=O)c1sc2ccccc2c1Cl | ? | 3% | 4 | ?
CCc1ccc(-c2nn(-c3ccccc3)cc2CSC(=N)N)cc1 | ? | -3% | . | .
CCOc1ccc(N(CC(=O)N2CCCC2)S(=O)(=O)c2c(C)noc2C)cc1 | 39 | 11% | 7 | 8%
COc1ccc(C(C)=O)cc1CN1CCCCC1 | 22 | 4% | 5 | .
O=C(c1cccnc1NCc1ccccc1)N1CCOCC1 | 41 | -2% | 0 | -1%
Cc1nc(N2CCCCC2)c2sc(=S)n(C)c2n1 | -27 | -5% | -5 | -1%
O=C(C1CCCN(S(=O)(=O)c2cnc[nH]2)C1)N1CCN(c2ccc(Cl)cc2)CC1 (stereo not drawn) | -24 | -9% | -3 | -3%
COc1cccc(N2CCN(C(=O)C3C4C=CC5(CN(Cc6ccccc6Cl)C(=O)C35)O4)CC2)c1 (stereo not drawn) | ? | 5% | 0 | -3%
O=C(N/N=C/c1ccccn1)c1ccco1 | 52 | -3% | -4 | 0%
N#CC1=C(N)NC(SCC(=O)c2ccc(Br)cc2)=C(C#N)C12CCCCC2 | 42 | -16% | . | .
COc1ccc(C(=O)NNC(=O)CN2CCC(n3nnc4cc(C)ccc43)CC2)cc1 | ? | -2% | 9 | .
O=S1(=O)N=C(N(CCO)/N=C/C=C/c2ccccc2)c2ccccc21 | -5 | 2% | . | .
Cc1nc2c(-c3ccc(F)cc3)c(C)nn2c(N2CCOCC2)c1C | ? | 2% | 1 | 4%
CN1CCCC2(CCN(C(=O)c3cc(C(F)(F)F)cc(C(F)(F)F)c3)CC2)C1 | . | -1% | . | 25%
O=C(Nc1cn(-c2ccccc2)nc1-c1ccccc1)c1ccccc1 | 22 | -2% | . | .
CCCN(Cc1cc2cc(OC)ccc2[nH]c1=O)C(=O)c1ccncc1 | 62 | 8% | -5 | -6%
COc1ccc(/C=N/OC/C(O)=C(\C#N)c2nc3ccccc3[nH]2)cc1OC | 3 | 0% | . | .
CC(C)OC(=O)C1C(=O)CC(C)(O)C(C(=O)OC(C)C)C1c1cccnc1 (stereo not drawn) | ? | 0% | 3 | -9%
COc1ccc(Cl)cc1NC(=O)COC(=O)c1cc(NS(=O)(=O)c2cccs2)ccc1O | 80 | -2% | . | .
CN(C)C(=O)COC(=O)c1ccccc1OCC(=O)Nc1ccc(SC(F)F)cc1 | ? | 0% | . | .
c1cc2c(cc1-c1cnc3n1CCC3)OCCO2 | 28 | -2% | -5 | 12%
